Screening data: PubChem BioAssay, National Center for Advancing Translational Sciences (NCATS)
HCMV antiviral – inhibitors of human cytomegalovirus | HFF cells, HCMV-luciferase reporter, 72 h; stronger effect = lower value | activity change, negative = inhibition, % at 57.5 µM | actives 4.5% (n = 410,000); in the data active = activity change below about -60%; inconclusive = no clear call, values can overlap the other calls; inactive = above about -39%
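Compounds were evaluated in HFFs infected with an HCMV luciferase reporter virus (MOI 1 PFU/cell). Luciferase in lysates collected 72 h post infection served as the replication measure.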
AMA1-RON2 inh – disrupts binding of P. falciparum AMA1 to RON2 | AlphaScreen AMA1-biotinylated RON2 peptide binding | Potency, µM (titrated, usually from 58.2 µM), without a hit: top-dose activity change, negative = inhibition, most hits filed as inhibitors | actives 0.2% (n = 360,000) | AID 720542; active = well fitted inhibition curve with a large enough effect; inconclusive = small, poorly fitted or top-dose-only effect; inactive = no such curve, though single readings can be large or run the other way;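 note: potency is the fitted concentration of half-maximal effect; 0% = vehicle wells and -100% = peptide control; nearly all actives have a fitted effect of over 45% in size; some results filed as inactive show a strong effect at the top dose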
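AMA1 (3D7) with his tag at 25 nM final met compounds first, then biotinylated RON2 peptide at 25 nM; detection used donor plus acceptor beads, 10 µg/mL apiece, read by AlphaScreen after 30 min at room temperature.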
* hit, by the source's call; ? = inconclusive; [ ] = another dose, or the depositor's remark. Unless noted, % is set by controls: 0 for no effect and ±100 for the full control effect.

| SMILES | AMA1-RON2 inh | HCMV antiviral |
| --- | --- | --- |
| CN(C(=O)c1cccc(NC(=O)Cc2ccc(NC(=O)C3CCCN(C(=O)C4CCCCC4)C3)cc2)c1)C1CC1 (centres undefined) | -3% | 44 |
| CCCCCC(=O)N1C[C@H](n2cc(COC(=O)c3ccccc3)nn2)[C@@H](O)C[C@@H]1c1ccccc1 | 7% | 1 |
| C=C1CCN(c2ccc(C(=O)NCc3ccc(OC)cc3)cc2[N+](=O)[O-])CC1 | -9% | 3 |
| Cc1ccc(C)c(NC(=O)COC(=O)c2cccc(S(=O)(=O)N3CCCC3)c2)c1 | -1% | -11 |
| N#CC1(NC(=O)COC(=O)Cc2c[nH]c3ccccc23)CCCCC1 | -8% | 8 |
| COc1ccc(Nc2nc(-c3cccs3)nc3ccccc23)cc1S(=O)(=O)N1CCOCC1 | -9% | ? |
| CCN1CCN(c2oc(-c3ccc(OC)cc3)nc2C#N)CC1 | -4% | -4 |
| CCn1cc(CN2CCC(C(=O)Nc3ccc(Oc4ccccc4F)cc3)CC2)cn1 | -9% | -26 |
| CCOC(=O)Nc1ccc2c(c1)C(=NNC(=S)NC)c1ccccc1-2 | 69%[activator] | -3 |
| COCCNC(=O)/C(C#N)=C1\N=C(NC(=O)c2ccco2)c2ccccc21 | 61%[activator] | 4 |
| COC(=O)c1ccc(CN(c2ccc(OC)cc2)S(=O)(=O)c2ccccc2)cc1 | -13% | ? |
| O=C(N1CCCCCC1)N1CCN(S(=O)(=O)c2cccc([N+](=O)[O-])c2)CC1 | -12% | -20 |
| COC(=O)C1=C(c2cccc(OC)c2OC)C[C@@H]2CC[C@H]1N2C(=O)NC1CCCCC1 | -2% | 0 |
| O=C(OCc1ccccc1)N1CCC2CC1c1cc(N3CCOCC3)ccc12 (centres undefined) | -29% | 14 |
| COc1cc(C(=O)N2CCCC(C)(C(=O)NS(=O)(=O)C3CC3)C2)cc(OC)c1OC (centres undefined) | 0% | -1 |
| CCCCN1C(=O)C(CC(=O)NCc2ccco2)CC(C(=O)N(CC)CC)=C1C (centres undefined) | -6% | -23 |
| COc1ccc([C@H]2CC(=O)C[C@@H](CCn3cc(Cc4ccccc4)nn3)O2)cc1 | 14% | -6 |
| CCOC(=O)C1=CCN(S(=O)(=O)c2ccccc2F)C1c1ccccc1 (centres undefined) | 4% | -15 |
| COc1cccc(CNC(=O)[C@@H]2CCCN2C(=O)[C@@H]2CCCN2C(=O)c2cccc3ccccc23)c1 | -1% | -11 |
| CCN(CC)c1ncnc2c1ncn2[C@H]1CN(CCOC)C[C@@H](CO)O1 | 7% | 74 |
| CN1OC[C@@H]2CN[C@H](c3ccc(-c4cccc(F)c4)cc3)C[C@@H]21 | -8% | 82 |
| CN(Cc1ccccn1)C(=O)c1cc(COc2ccc(F)c(F)c2)on1 | 12% | -93* |
| CC1(C(=O)Nc2ccc3c(c2)OCCO3)CN(S(C)(=O)=O)CC(=O)N1Cc1cccc(C(F)(F)F)c1 (centres undefined) | 1% | 118 |
| Cc1ccccc1C1(O)c2ccccc2-c2ccccc21 | -16% | -19 |
| CC(=O)Nc1ccc(NC(=O)C2Cc3c(-c4ccc(Cl)cc4)ccnc3O2)cc1 (centres undefined) | -6% | -9 |
| Nc1ccn([C@@H]2O[C@H](CNCc3ccc(C#CCCO)cc3)[C@@H](O)[C@H]2O)c(=O)n1 | 18% | -5 |
| O=c1ccn(C2CCCO2)c(=O)[nH]1 (centres undefined) | 17% | -17 |
| Cc1ccc(CNCCCn2cnc(C(=O)Nc3ccc(C)c(C)c3)n2)o1 | 0% | -24 |
| CC(C)(C)OC(=O)N(Cc1ccccc1)Cc1ccccc1OCc1cccc(NC(=O)C2CCC2)c1 | -2% | -28 |
| COc1ccc2c(C)cc(=O)sc2c1 | 0% | -12 |
| CCc1ccc2c(c1)NC(=O)C2(C)Cc1ccccc1C#N (centres undefined) | 4% | -11 |
| COc1ccccc1CNC(=O)Nc1nc(C(N)Cc2ccc(Cl)cc2)cs1 (centres undefined) | 57%[activator] | 39 |
| O=C(O)/C(=C\c1ccc2ccccc2c1)c1cccc2ccccc12 | -7% | -5 |
| COC(=O)Cc1c(-c2[nH]c3ccccc3c2CC(=O)OC)[nH]c2ccccc12 | 0% | -22 |
| O=S1(=O)CC(N2CCN(CC3CC3)CC2)CN1C1CCCCC1 (centres undefined) | 2% | 7 |
| CN1CCN(C2CN(Cc3cn(Cc4ccccc4)nn3)S(=O)(=O)C2)CC1 (centres undefined) | 19% | -1 |
| CN1C(C)(C)CC(O)(C(=O)O)CC1(C)C | 4% | 9 |
| O=C(NCCCN1CCCC1)c1[nH]c(C(F)(F)F)nc1-c1ccccc1 | 8% | -21 |
| O=C(Nc1ccccc1Cl)c1ccc(C(=O)Nc2ccccc2Cl)cc1 | -17% | -12 |
| COc1cc(N)c2ncccc2c1SC | 19% | -28 |
| COCCNC(=O)C1(C)CCCN(C(=O)COc2ccccc2)C1 (centres undefined) | -11% | 7 |
| O=C(NN=Cc1cc(Cl)ccc1[N+](=O)[O-])c1cccc2ccccc12 | 20% | 6 |
| CC(C)(C)n1nnnc1C(c1cc2ccccc2o1)N(Cc1ccccc1)Cc1ccccc1 (centres undefined) | -5% | -87* |
| CC1(C(=O)O)CCCN1C(=O)c1cc2ccccc2s1 (centres undefined) | 9% | -10 |
| Nc1nc2ccc(Cl)cc2cc1C(=O)NC1CC1 | -10% | 18 |
| CS(=O)(=O)Nc1cccc(NC(=O)c2cccc3c(-c4cccc(C(N)=O)c4)coc23)c1 | 19% | 52 |
| O=C1Nc2ccccc2-n2nnnc2C1N1CCN(c2ccc(F)cc2)CC1 (centres undefined) | -12% | 5 |
| CC1=C(C(=O)N2CCOCC2)CC(CC(=O)NCc2ccco2)C(=O)N1Cc1ccc(F)cc1 (centres undefined) | 4% | -12 |
| Cc1ccc(NC(=O)C(C)OC(=O)COc2cccc(C(F)(F)F)c2)cc1S(=O)(=O)N1CCOCC1 (centres undefined) | 79%[activator] | 0 |
| CNc1ccc(-c2ccccc2OC)cn1 | -1% | -7 |
| CC(=O)c1cccc(NC(=O)C2Cc3c(-c4ccccc4Oc4ccccc4)ccnc3O2)c1 (centres undefined) | -3% | -66* |
| Cc1ccccc1NC(=O)c1cc(S(=O)(=O)N2CCCCC2)ccc1N1CCOCC1 | -7% | ? |
| Cc1ccc(OCC(=O)NNC(=O)c2cc(S(=O)(=O)N(C)C)ccc2N2CCCC2)cc1 | 101%[activator] | -20 |
| C[C@@H]1CCCCO[C@H](CN(C)C(=O)c2ccncc2)[C@H](C)CN([C@@H](C)CO)C(=O)c2cc(NC(=O)c3ccccc3)ccc2O1 | 6% | 12 |
| COc1ccc(-c2cc3c(c4c2ccn4C)C2CCC3C2)cc1OC (centres undefined) | ? | -60* |
| C=CCn1c(C)cc(-c2csc(NC(=O)C3CCN(c4ncnc5sc(C)c(C)c45)CC3)n2)c1C | 25% | 11 |
| CC(=O)Nc1ccc(NCc2ccc(-c3ccccc3)cc2)cc1 | -5% | -32 |
| CC(=O)Nc1ccc(-c2ccnc3c2CC(C(=O)Nc2cccc(C(F)(F)F)c2)O3)cc1 (centres undefined) | 5% | -5 |
| OCC1OC(n2cnc3c(/C=C(\O)c4ccccc4)ncnc32)C(O)C1O (centres undefined) | 71%[activator] | 14 |
| CCOc1ccc(OCC(=O)Nc2cc(Cl)ccc2-n2cncn2)cc1 | -7% | 3 |

Sorted by molar mass (low to high): some entries from above
| SMILES | AMA1-RON2 inh | HCMV antiviral |
| --- | --- | --- |
| N#CC1(NC(=O)COC(=O)Cc2c[nH]c3ccccc23)CCCCC1 | -8% | 8 |
| O=C(NN=Cc1cc(Cl)ccc1[N+](=O)[O-])c1cccc2ccccc12 | 20% | 6 |
| Cc1ccc(CNCCCn2cnc(C(=O)Nc3ccc(C)c(C)c3)n2)o1 | 0% | -24 |
| COc1ccc([C@H]2CC(=O)C[C@@H](CCn3cc(Cc4ccccc4)nn3)O2)cc1 | 14% | -6 |
| COC(=O)C1=C(c2cccc(OC)c2OC)C[C@@H]2CC[C@H]1N2C(=O)NC1CCCCC1 | -2% | 0 |

The list goes on.
| SMILES | AMA1-RON2 inh | HCMV antiviral |
| --- | --- | --- |
| COCCNC(=O)C1(C)CCCN(Cc2cc(-c3ccccc3)on2)C1 (centres undefined) | 0% | -24 |
| CC(C)NC(=O)N1Cc2cc(C(=O)NCC(F)(F)F)nc(-c3cccc(-c4cc5ccccc5o4)c3)c2[C@@H]1CCO | -3% | -9 |
| CCCCCCn1c(=O)n2n(c1=O)C[C@]1(OC(=O)NC3CC3)CN(S(=O)(=O)c3ccc(C)cc3)C[C@]1(O)C2 | -2% | -21 |
| O=C(Cc1c[nH]c2ccccc12)NNCc1ccc(N(CCCl)CCCl)cc1 | -28% | ? |
| COCCCC1CCN(C(=O)C2CCC(=O)N(CCCc3ccccc3)C2)CC1 (centres undefined) | -3% | ? |
| CN(C)CCN1CCN(C2CN(Cc3cn(Cc4cccc(Cl)c4)nn3)S(=O)(=O)C2)CC1 (centres undefined) | -2% | -18 |
| COc1ccc(CNC(=O)c2sc(=O)n(Cc3ccccc3OC)c2C)cc1 | -6% | -19 |
| Clc1cccc2sc(N3CCOCC3)nc12 | -7% | 108 |
| CC(C)C[C@H]1CN([C@@H](Cc2ccc(O)cc2)CN2CCCC2CN2C(=S)NC[C@@H]2Cc2ccccc2)C(=S)N1CC1CCCCC1 (some centres undefined) | 34%[activator] | -12 |
| CCOc1ccc2c(c1)C(=NNC(=O)c1ccccn1)c1cc(OCC)ccc1-2 | 9% | 0 |
| O=C(Nc1ccc(NC(=S)NC(=O)c2ccccc2Cl)cc1)c1cccc(Cl)c1 | -10% | 11 |
| C=CCN(c1ccccc1OC)S(=O)(=O)c1cccc(C(=O)OCC(=O)c2c(N)n(C)c(=O)n(C)c2=O)c1 | -8%[11.6 µM] | -70* |
| O=C(NCc1ccccc1)C1=C[C@H](c2ccc(C(F)(F)F)cc2)C[C@H](OCCCCO)O1 | 34%[activator] | -8 |
| O=C(Nc1ccc(Cl)cc1)N[C@H]1CC[C@H](CCn2cc(-c3ccccc3F)nn2)O[C@@H]1CO | 3% | ? |
| COc1ccc(-c2oc3c(c2C(=O)OCCCO)C(OCCO)CCC3)cc1 (centres undefined) | 0% | -10 |
| N#CCCN(C(=O)Nc1ccc(Cl)c(Cl)c1)C1CCCCC1 | 6% | -28 |
| Cc1ccc(S(=O)(=O)N2Cc3cc(-c4ccccc4)ccc3-n3nncc3C2)cc1 | -9% | -20 |
| COc1ccccc1-c1cncc(NC(C)=O)n1 | 4% | 2 |
| COC(=O)c1ccccc1NC(=O)c1cc[n+](C)cc1 | -21% | 7 |
| CC1Cc2cc(-c3csc(NC(=O)CCl)n3)ccc2N1C(=O)C1CC1 (centres undefined) | 29% | 0 |
| COc1ccccc1N1CCN(S(=O)(=O)CCNC(=O)/C=C/c2ccc3c(c2)OCO3)CC1 | 0% | -12 |
| CC(C)Cc1ccc(-c2cc3nc(NCCCn4ccnc4)ccn3n2)cc1 | 43%[activator] | 56 |
| O=C1ON(Cc2ccccc2)C(c2ccccc2)N1c1ccccc1 (centres undefined) | -4% | 18 |
| Nc1ccc2[nH]c(=S)[nH]c2c1 | 25% | 25 |
| CC(C)(C)Cc1c(-c2cccc(Cl)c2)nc2ccc(Cl)cn12 | -19% | 8 |
| CCCCOC(=O)c1ccc(NC(=O)c2c(O)[nH]c(=O)[nH]c2=O)cc1 | 23% | 12 |
| O=C(NNC(=O)c1cccs1)c1ccccn1 | 110%[activator] | 89 |
| CCOc1ccc(Cl)cc1-c1cc(C(=O)Nc2ccc(C(C)C)cc2)[nH]n1 | 12% | ? |
| CNC(=O)C[C@H]1C(=O)N(c2ccccc2)C[C@@H]1CSC | -3% | -1 |
| COc1ccc(CNC(=O)Nc2nnc([C@@H]3C[C@H](O)[C@@H](CO)O3)s2)cc1 | 1% | -83* |
| CC[N+](CC)=N/N=C1\C=CC[N+]([O-])=C1 | 0% | 5 |
| O=C1C(=NO)CCCc2ccccc21 | 10% | ? |
| CCCNC(=O)c1cc(C2CCCCN2C(=O)CCCc2ccccc2)on1 (centres undefined) | 2% | 10 |
| CC(NC(=O)c1cc(COc2ccc(-n3cncn3)cc2)on1)c1ccc(F)cc1 (centres undefined) | -6% | 18 |
| NC(=S)NN=C1c2ccccc2-c2c(F)c(F)c(F)c(F)c21 | 4% | -27 |
| Cc1nc(Nc2ccc(Cl)c(Cl)c2)sc1C(/C=C/c1ccc2c(c1)OCO2)=NNc1ccc([N+](=O)[O-])cc1[N+](=O)[O-] | -30% | ? |
| CCCCn1cnc2c(SCc3ccc(Cl)cc3)nc(N)nc21 | -6% | -22 |
| O=C(NCCCN1CCCC1=O)C(=O)NCC1OCCN1S(=O)(=O)c1cc(F)ccc1F (centres undefined) | 21% | -18 |
| CC1(C(=O)NCc2ccc3c(c2)OCO3)CCN1C(=O)Cc1cccc2ccccc12 (centres undefined) | -4% | ? |
| C[C@@H]1CN([C@@H](C)CO)C(=O)CCCn2cc(nn2)CO[C@H]1CN(C)C(=O)Oc1ccc2ccccc2c1 | -8% | -22 |
| CCOc1ccc(NC(=O)CN(C)C(=O)CCc2nc3ccccc3c(=O)[nH]2)cc1OCC | -7% | 9 |
| CC1(C(=O)NCc2ccccc2)CSCC(=O)N1CC(F)(F)F (centres undefined) | -14% | -5 |

An excerpt. The share of hits here may be higher or lower than overall.
